# Compound activity as filed in PubChem.
# ATXN2 expr inh = inhibitors of ATXN2 expression; Potency, µM (doses to about 57 µM), inactives show at the highest dose activity change, negative = inhibition, usual class: inhibitors; HEK-293 ATXN2-luciferase reporter, luminescence, 24 h; 360,000 tested, 0.72% active; AID 1745845; further: potency means the concentration at half of the fitted maximal effect; on the % scale 0 is the no-effect control and ±100 the full control effect; nearly all actives have a fitted effect of over 55% in size
#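 ATXN2-luciferase reporter cells (luciferase flanked by upstream and downstream ATXN2 gene portions) were treated 24 h at 37 °C with compounds at up to 57 uM. SteadyGlo luminescence gave expression; GF-AFC fluorescence gave viability.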
# HT1080-NT tox = kills 2HG-producing HT-1080-NT fibrosarcoma cells | 360,000 tested, 1.6% active | HT-1080-NT fibrosarcoma viability, CellTiter-Glo ATP luminescence, 48 h | Potency, µM (doses to about 46.1 µM), for inactives: top-dose activity, negative = less viability, most hits filed as cytotoxic;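 further: NT is the 2HG producing partner of a matched IDH1 knockdown line; potency means the concentration at half of the fitted maximal effect; 0% = DMSO-treated cells and -100% = media-only wells without cells; nearly all actives have a fitted effect of over 55% in size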
#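 Luminescent CellTiter-Glo readout after 48 hours of compound exposure at 37 degrees C defined viability of HT-1080-NT cells. Activity was normalized to DMSO wells and cell-free media wells; concentration-response curves were fitted and assigned curve classes.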
# S2 tox = cell viability loss in ATXN counter-screen; S2 cells (HEK-293 line with an ATXN2-luciferase reporter) viability, CellTiter-Fluor protease fluorescence, 24 h; Potency, µM (top dose mostly 56.7 µM), actives largely listed as cytotoxic; 400,000 tested, 0.49% active; further: potency means the concentration at half of the fitted maximal effect; nearly all actives have a fitted effect of over 40% in size
# SW480 rerep = induces DNA re-replication in SW480 colon adenocarcinoma cells. Potency, µM (top dose mostly 46.1 µM), without a hit: top-dose re-replication activation, actives largely listed as activators. SW480 DNA re-replication, Hoechst DNA content imaging, 48 h. 340,000 tested, 1.8% active; further: potency means the concentration at half of the fitted maximal effect; % of control where 0% means no effect; nearly all actives have a fitted effect of over 55% in size
#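 Image-based read-out: total Hoechst fluorescence of nuclei (405 nm excitation, 500-530 nm emission), with hits raising the fraction of high-intensity nuclei. SW480 colon cells incubated 48 hr with compounds at 37 C.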
# KB-V1 MDR tox = kills drug-selected multidrug resistant KB-V1 cells; AID 1347076; Potency, µM (highest dose often 46.1 µM), without a hit: at the highest dose activity change, negative = cytotoxicity, hits mostly cytotoxic; 400,000 tested, 3.4% active; KB-V1 MDR cells viability, CellTiter-Glo, 72 h; further: potency means the concentration at half of the fitted maximal effect; on the % scale 0 is the no-effect control and ±100 the full control effect; nearly all actives have a fitted effect of over 60% in size
#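 KB-V1 cells (P-gp-expressing MDR subline of KB-3-1) in phenol-red-free DMEM with 10% FBS were exposed to library compounds over a concentration series for 72 h at 37 degrees C. Viability read by CellTiter-Glo luminescence; concentration-effect curves fitted after normalization.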
# HT1080 IDH1KD tx = toxicity to HT-1080 IDH1 knockdown cells (counter line). HT-1080 IDH1 knockdown viability, ATP luminescence, 48 h. Potency, µM (highest dose often 46.1 µM), without a hit: at the highest dose activity, negative = toxicity, most hits filed as cytotoxic. 360,000 tested, 2% active;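 further: potency means the concentration at half of the fitted maximal effect; 0% = DMSO wells and -100% = cell-free medium wells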
#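 % activity derives from luminescence (CellTiter-Glo), normalised to DMSO and no-cell wells. HT-1080-IDH1KD cells, 750/well, had 48 h compound exposure at 37 °C.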
# IL1B secr inh = inhibitors of inflammasome signaling (IL-1 beta secretion) | THP-1 LPS/ATP IL-1B secretion, AlphaLISA, 16 h; active compounds read low | 360,000 tested, 4.7% active | activity change, % at 57.5 µM; in the data active means activity change below about -50%; inconclusive means mostly about -30% to -49%; further: on the % scale 0 is the no-effect control and ±100 the full control effect
#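 Secreted IL-1B measured by AlphaLISA bead assay after 16 h compound exposure of THP-1 cells; compounds (final up to 57.5 uM) added 1 h before LPS (250 ng/mL) and ATP (1.25 mM) stimulation; lower signal means less secretion.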
# KB-3-1 cytotox = KB-3-1 parental cell cytotoxicity | KB-3-1 viability, CellTiter-Glo ATP luminescence, 72 h | Potency, µM (titrated, usually from 46.1 µM), for the others: at the top dose activity change, negative = cytotoxic, hits mostly cytotoxic | 400,000 tested, 1.4% active; further: potency means the concentration at half of the fitted maximal effect; on the % scale 0 is the no-effect control and ±100 the full control effect; nearly all actives have a fitted effect of over 60% in size
#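 KB-3-1 cells, DMEM (no phenol red) + 10% FBS; compound by pin transfer, 72 h, 37 °C. Readout: CellTiter-Glo luminescence after 10 min. Data normalized, curve-fitted.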
# MCF10A rerep = inducers of DNA re-replication in MCF 10A breast cells. AID 624296. 350,000 tested, 2.9% active. Potency, µM (highest dose often 46.1 µM), inactives show at the top dose activity, positive = re-replication, usual class: activators. MCF 10A DNA re-replication, Hoechst nuclear intensity, 48 h; further: potency means the concentration at half of the fitted maximal effect; % of control where 0% means no effect; nearly all actives have a fitted effect of over 50% in size
# * marks the source's active call; other numbers are inactive results; i = inactive; ? = inconclusive; . = not tested or not shown; & = joins results of further samples; ! = not confirmed by another sample; [ ] = another dose, or the depositor's remark. Unless noted, the call rests on the fitted dose curve; in most records, active means well fitted curve in the direction sought with a large enough effect; inconclusive means small, poorly fitted or top-dose-only effect, or another doubt; inactive means no such curve, though single readings can be large; an effect the other way counts as inactive or inconclusive.
SMILES,ATXN2 expr inh,HT1080-NT tox,S2 tox,SW480 rerep,KB-V1 MDR tox,HT1080 IDH1KD tx,IL1B secr inh,KB-3-1 cytotox,MCF10A rerep
CC(C)c1ccc(NC(=O)C2C3C=CC4(O3)C2C(=O)N(CCCN2CCOCC2)C4C(=O)NC2CCCCC2)cc1 (centres undefined),-21%,-3%,i,-4%,1%,-9%,0,-4%,10%
COc1ccc(N(C)S(=O)(=O)c2cccc3cccnc23)c(OC)c1,-13%,11µM*,i,21µM*,?,8.9µM*,22,?,8.2µM*
CCc1ccc(NC(=O)Cn2cnc3sc(C)c(S(=O)(=O)N4CCN(c5ccccc5OC)CC4)c3c2=O)cc1,2%,.,i,.,1%,.,.,-11%,.
O=C(NCCCN1CCCC1=O)NC1CCCCC1,7%,7%,i,-3%,-6%,17%,7,21%,12%
O=C(CCn1c(=O)[nH]c2ccsc2c1=O)NCc1ccc(F)cc1,.,2%,i,1%,2%,0%,25,0%,1%
O=C(Nc1cccc(Cl)c1Cl)c1ccccc1NC(=O)C1CC=CCC1C(=O)O (centres undefined),-3%,-5%,i,0%,-22%,1%,37,-5%,-1%
CCc1ccccc1NC(=O)CSc1n[nH]c(C)c1[N+](=O)[O-],8%,7%,i,12%,-25%,5%,-12,2%,-51%[inhibitor]
C[C@@H]1O[C@@H](O[C@@H]2C(=O)c3c(O)cc(O)cc3O[C@H]2c2ccc(O)c(O)c2)[C@H](O)[C@H](O)[C@H]1O,4%,17%,i,-1%,0%,11%,4,17%,-8%
CC(=O)Nc1c(C(=O)N2CCOCC2)sc2nc3c(cc12)COC(C)(C)C3,4%,-2%,i,0%,4%,10%,4,-1%,-1%
CCc1ccc(-n2c(=O)c3c4c(sc3n(Cc3ccccc3C#N)c2=O)CCC4)cc1,-7%,.,i,.,7%,.,.,0%,.
O=C(NCc1ccco1)c1ccc(-c2ccc3nccn3c2)cc1,15%,11%,i,.,-3%,?,-101*,0%,.
COc1ccc(-c2csc3ncnc(N4CCN(S(=O)(=O)c5cccc(F)c5)CC4)c23)cc1,-13%,-8%,i,?,?,-22%,-2,-29%,13%
C=CCC[C@@H](Cc1ccc(F)cc1)C(=O)OCCNC(=O)[C@@H](CC=C)CC(=O)N[C@H](CO)Cc1ccccc1,?,-13%,?,-5%,?,-4%,2,-7%,19%
O=S(=O)(c1ccc(Cl)s1)N1CCNCC1,-9%,0%,i,3%,13%,-1%,-11,0%,-1%
COc1cc(CC(=O)Nc2cccc(S(=O)(=O)N(C)c3ccccc3)c2)cc(OC)c1OC,.,-19%,i,-1%,2%,?,16,?,9%
COc1ccc(/C=C2/C(=O)N(CC3CCCO3)C(=S)N2C)c(OC)c1 (centres undefined),-15%,11%,i,?,-27%,16%,-4,-3%,?
C/C(=N\NC(=O)c1nn(C)c(C)c1Br)c1ccc(NC(=O)c2ccccc2F)cc1,12%,11%,i,-2%,?,20%,21,14%,1%
CC(C)C[C@H]1CNC(=O)C(=O)N1C[C@@H]1CCCN1C[C@H](CC(C)C)N1C[C@H](Cc2ccc(O)cc2)N(CCc2ccccc2)C(=O)C1=O,9%,-1%,i,.,-6%,7%,1,3%,.
COc1ccc(-c2cc(C(F)(F)F)n3nc(C(=O)Nc4ccc(Cl)cc4C(F)(F)F)cc3n2)cc1OC,8%,.,i,.,13%,.,.,?,.
CCCCC(=O)Nc1nn(CC)c2nc3c(C)cccc3cc12,-1%,-17%,.,?,-10%,-18%,-6,2%,?
COCCn1c(SCC(=O)N2CCOCC2)nc2ccccc2c1=O,5%,-2%,i,-6%,-19%,6%,-9,10%,-10%
CCOc1cc(C2CC(=O)NC3=C2C(=O)C(C(=O)OC)C(C)C3)cc(Cl)c1O (centres undefined),-3%,0%,i,7%,-16%,-2%,-16,6%,-6%
Cc1c2c(nc3ccccc13)CCC(C)C2 (centres undefined),-5%,8%,i,-63%[inhibitor],-19%,0%,6,23%,-25%
CCCS(=O)(=O)NC(=O)C1(C)CCN(C(=O)c2cncc(Br)c2)C1 (centres undefined),8%,26%,i,.,3%,4%,10,0%,.
COC(=O)CSc1nc2nc(-c3cccs3)cc(C(F)(F)F)c2c(=O)[nH]1,2%,-1%,i,-7%,9%,5%,13,-1%,4%
Cc1ccccc1C1CC(c2cccs2)Nc2nnnn21 (centres undefined),-18%,-2%,i,-9%,-21%,-11%,?,23%,-9%
O=C1NNC(=O)C2C3C=CC(C4CC34)C12 (centres undefined),-5%,5%,i,?,-5%,19%,6,13%,9%
COc1cccc(OC)c1C(=O)N1CCN(Cc2ccncc2)CC1,4%,13%,i,-1%,24%,16%,11,8%,4%
O=C(Cn1cc([N+](=O)[O-])cn1)Nc1ccc(Cn2cc(Br)cn2)cc1,0%,0%,i,-71%[inhibitor],?,5%,1,10%,-1%
CCCc1nc(C)c2c(=O)[nH]c(-c3cc(S(=O)(=O)N4CCN(CC)CC4)ccc3OCC)nn12,19µM*!,1%,i,3%&-30%,?,-11%,-13,0%,10%&1%
Cc1ccc(NC(=O)CN2C(=O)NC(C)(c3ccc(Cl)cc3)C2=O)cc1S(=O)(=O)N1CCOCC1 (centres undefined),-24%,?,i,?,25%,13µM*,-5,?,?
Cc1cc(NC(=O)COC(=O)c2ccc(Cl)cc2)no1,.,9%,i,.,14%,14%,15,5%,.
Cc1cccc(NC(=O)NNS(=O)(=O)c2ccc(F)cc2)c1,-5%,-2%,i,5%,9%,-2%,-2,10%,8%
Cc1ccc(Sc2ccc(N)cc2C#N)cc1,10%,-5%,i,-1%,-15%,-2%,-24,-1%,4%
Cc1ccc(CCNc2ncnc(Cl)c2N)cc1,5%,0.65µM*,i,9%,?,?,-22,?,-1%
Clc1cncc(Cl)c1N/N=C/c1ccccc1,19%,-15%,i,-12%,-17%,-8%,1,-4%,-2%
Cc1cc(C)c(NC(=O)NC(=O)C(Cl)(Cl)Cl)c(C)c1,-13%,13%,i,-1%,2%,27%,32,4%,-9%
Cc1cc(C)nc(SCCn2c(N3CCCCC3)nc3c2c(=O)n(C)c(=O)n3C)n1,-31%,13%,i,-10%,9%,13%,53,9%,-3%
CC(=O)c1sc2nc(C)c3c(c2c1N)CCCC3,39%[activator],-1%,.,15µM*,?,-13%,.,?,18µM*
COCC(=O)Nc1cc(C(=O)Nc2cccc(C)c2C)ccc1Cl,34%[activator],0%,i,-3%,0%,-4%,-9,2%,-8%

# Not a retest: nine of the compounds above.
SMILES,ATXN2 expr inh,HT1080-NT tox,S2 tox,SW480 rerep,KB-V1 MDR tox,HT1080 IDH1KD tx,IL1B secr inh,KB-3-1 cytotox,MCF10A rerep
Cc1cc(NC(=O)COC(=O)c2ccc(Cl)cc2)no1,.,9%,i,.,14%,14%,15,5%,.
Cc1cccc(NC(=O)NNS(=O)(=O)c2ccc(F)cc2)c1,-5%,-2%,i,5%,9%,-2%,-2,10%,8%
Cc1ccc(Sc2ccc(N)cc2C#N)cc1,10%,-5%,i,-1%,-15%,-2%,-24,-1%,4%
Cc1ccc(CCNc2ncnc(Cl)c2N)cc1,5%,0.65µM*,i,9%,?,?,-22,?,-1%
Clc1cncc(Cl)c1N/N=C/c1ccccc1,19%,-15%,i,-12%,-17%,-8%,1,-4%,-2%
Cc1cc(C)c(NC(=O)NC(=O)C(Cl)(Cl)Cl)c(C)c1,-13%,13%,i,-1%,2%,27%,32,4%,-9%
Cc1cc(C)nc(SCCn2c(N3CCCCC3)nc3c2c(=O)n(C)c(=O)n3C)n1,-31%,13%,i,-10%,9%,13%,53,9%,-3%
CC(=O)c1sc2nc(C)c3c(c2c1N)CCCC3,39%[activator],-1%,.,15µM*,?,-13%,.,?,18µM*
COCC(=O)Nc1cc(C(=O)Nc2cccc(C)c2C)ccc1Cl,34%[activator],0%,i,-3%,0%,-4%,-9,2%,-8%

# Additional results follow.
SMILES,ATXN2 expr inh,HT1080-NT tox,S2 tox,SW480 rerep,KB-V1 MDR tox,HT1080 IDH1KD tx,IL1B secr inh,KB-3-1 cytotox,MCF10A rerep
O=C(NCc1ccco1)C1CC(=O)N(c2ccc(O)cc2)C1 (centres undefined),-3%,10%,i,?,2%,11%,15,-12%,?
COc1ccc(NC(=O)COC(=O)CCc2ccccc2)c(OC)c1,12%,8%,i,-8%,20%,3%,26,3%,-1%
Cn1cc(C(c2ccccc2)c2ccc(Cl)s2)c2ccccc21 (centres undefined),7%,.,i,.,-5%,.,.,-3%,.
COCCCn1c(=O)c2ccccc2n(Cc2cccc(C)c2)c1=O,-24%,-4%,?,2%,0%,-8%,-12,11%,-4%
CC(C)(C)c1cc(-c2nc(N)nc(N)n2)c(O)c(C(C)(C)C)c1,?,?,?,-5%,?,?,-1,?,14%
CCn1c(SCC(N)=O)nnc1-c1ccco1,2%,14%,i,-3%,15%,10%,5,2%,-1%
CCSc1ncc(Cl)c(C(=O)Nc2ccccc2OC)n1,?,1%,?,?,2%,0%,55,-2%,?
O=C(Nc1ccccc1)N1CCN(c2nc3ccccc3s2)CC1,-13%,6%,i,0%,-11%,2%,0,-5%,4%
